# EphA4 KYL inhibition = inhibitors of EphA4 binding to KYL peptide, primary screen, biochemical, colorimetric, mouse EphA4 (AID 689) | 62,000 compounds, 0.1% hits | EphA4-AP binding to KYL peptide, pNPP A405; higher % means a stronger effect | one-dose inhibition, % at 10 µM; IC50 in µM for titrated hits; in the data active = a potency from the dose series; inactive = the rest, 99 in 100 with inhibition below about 22%
# An asterisk follows results filed as active. Not all compounds are listed; the hit share may differ from the screen's.
SMILES,EphA4 KYL inhibition
CC(C)CCNC(=O)C(=O)Nc1cccc(Cl)c1,17.7%
Cn1nc(-c2ccc(Cl)cc2)c2cc(C(=O)NCCCN3CCOCC3)sc21,0.5%
Cc1ccc(S(=O)(=O)/N=C(\CN2CCCCC2)N2CCOCC2)cc1,-3.9%
Cn1c(SCC(=O)N2CCOCC2)nnc1-c1cccc(NC(=O)c2ccccc2)c1,-10.0%
CC(C)(C)C(=O)Nc1cccc(-c2nc3ccccc3c(=O)o2)c1,-5.4%
Cc1ccccc1OCCOc1cccc(/C=N/NC(=O)Cc2nnc(N)s2)c1,-14.0%
c1ccc(-c2cc3c(-n4cccc4)ncnc3o2)cc1,-0.5%
O=C(c1ccccc1)c1coc2ccc(O)cc12,-11.4%
O=C(Nc1ccccc1Cl)N1CCN(c2ccc3nnc(-c4ccc(F)cc4)n3n2)CC1,-12.0%
Cc1csc(NC(=O)C2CCCN(S(=O)(=O)c3cnc[nH]3)C2)n1 (stereo not drawn),7.1%
O=C(O)CC(C(=O)O)c1cn(Cc2ccccc2)c2ccccc12 (stereo not drawn),-11.3%
C=CCc1cc(/C=N/n2cnnc2)cc(OCC)c1O,0.2%
CC(=O)Oc1ccc(-c2cccc(C(=O)NCC(=O)O)c2)cc1,-14.2%
CCOc1cc(C(=O)NC)cc(OCC)c1OCC,-9.8%
S=C(Nc1ccc(Cl)cc1)c1nc2ccccc2s1,-16.6%
CC(=O)Nc1ccc(S(=O)(=O)N[C@@H](C)C(=O)Nc2ccc(N3CCOCC3)cc2)cc1,-1.7%
Cc1cc(-c2ccc(F)cc2)nc2cc(C(N)=O)nn12,-3.6%
CCCC(=O)Nc1c(-c2cccs2)c(=O)c2ccccc2n1CC,-2.8%
COc1ccc(C(=O)NCc2cn3cccc(C)c3n2)cc1OC,-6.2%
C=CCN(C(=O)Cn1c(C(=O)OC)cc2oc(C)cc21)c1ccccc1,-11.6%
OC1CCCN(Cc2ccc3ccc4cccc5ccc2c3c45)C1 (stereo not drawn),-11.2%
CNC(=O)c1c(NC(NC(=O)c2ccco2)C(=O)c2ccc(Cl)cc2)sc2c1CCCC2 (stereo not drawn),-10.5%
O=c1oc2cc(OCc3c(F)cccc3Cl)ccc2c2ccccc12,-10.6%
O=C(O)CSc1nc2ccccc2o1,0.1%
COc1ccc(S(=O)(=O)Nc2ccccc2C(=O)NC(C)C)cc1OC,-1.8%

# (next part)
SMILES,EphA4 KYL inhibition
CCOC(=O)C(C)Oc1cccc2c(=O)n(CC(=O)N3CCN(C(=O)OCC)CC3)ccc12 (stereo not drawn),-3.5%
Cc1ccc(N(CC(=O)Nc2ccc3ccccc3c2)S(=O)(=O)c2ccc(F)cc2)cc1,-0.8%
COC(=O)C1=C(N)Oc2cc(C)[nH]c(=O)c2C1c1ccncc1 (stereo not drawn),-7.7%
CCN(CC)c1ccc(/C=N/n2c(C)cc(C)cc2=O)cc1,-7.5%
CCCCOC(=O)N1CCOCCOCCN(C(=O)OCCCC)CCOCCOCC1,-3.2%
c1cncc(CSc2nnc(-c3cccnc3)n2Cc2ccco2)c1,1.6%
CCN=C(NCC)SC1CC(=O)N(c2cccc(OCC)c2)C1=O (stereo not drawn),-9.7%
Cn1ccs/c1=N\S(=O)(=O)c1ccc(Br)cc1,-10.2%
CCCCCCN1C=CC(=C/C=C(\C#N)C(=O)OCC)C=C1,-14.7%
Cc1ccc(CN2CCN(/N=C/c3ccc(C(F)(F)F)cc3)CC2)cc1,-13.3%
Cc1ccc(N2C(=O)C3C(C2=O)C2C=CC3C23CC3)cc1Cl (stereo not drawn),-6.6%
COc1cc2c(cc1NC(=O)COC(=O)C1CC(=O)N(Cc3ccco3)C1)oc1ccccc12 (stereo not drawn),-17.1%
CCOc1cc(C2Nc3ccccc3C(=O)N2c2ccc(C)cc2)ccc1O (stereo not drawn),10.2%
Cc1ccccc1NC(=O)C1CC(=O)N(c2ccc3c4c(cccc24)CC3)C1 (stereo not drawn),7.7%
CCOC(=O)N1CCC(c2nc3ccccc3[nH]2)CC1,-7.3%
Cc1ccc(C(=O)OCC(=O)NCc2ccc3c(c2)OCO3)s1,5.4%
Cc1ccccc1-n1c(=O)c(C#N)cc2c(=O)n3ccccc3nc21,-12.5%
O=C(Nc1ccc2nc[nH]c2c1)c1ccco1,-13.7%
NC(=O)CC1NC(=O)c2ccccc21 (stereo not drawn),-2.8%
CCOc1ccccc1NC(=O)CSc1nnc(-c2ccco2)n1Cc1ccco1,-7.6%
Cc1nnc(NC(=O)NC(C)N2C(=O)C3C4C=CC(C4)C3C2=O)s1 (stereo not drawn),-8.3%
CCOc1ccc(NC(=O)/C=C/c2ccc(Cl)cc2)cc1,-1.7%
CCOC(=O)Cc1c(C)nc(-c2ccccc2)[nH]c1=O,2.9%
O=C(CN1C(=O)NC2(CCCCC2)C1=O)NCCC1=CCCCC1,1.3%
O=C(NC1CC2CCCC(C1)N2Cc1cccs1)N1CCOCC1 (stereo not drawn),-9.0%

# Further entries follow:
SMILES,EphA4 KYL inhibition
C/C(=N\NC(=O)c1ccccn1)C12CC3CC(CC(C3)C1)C2,-13.1%
COc1ccc(C(=O)NC(=S)Nc2cccc(Cl)c2N2CCOCC2)cc1[N+](=O)[O-],3.4%
Cc1cc(C)c2nc(N3CCCC(C(=O)NCCN4CCOCC4)C3)sc2c1 (stereo not drawn),-9.7%
Cc1ccc2nc(-c3ccc(NC(=O)Cc4cccs4)cc3)[nH]c2c1,-2.8%
c1ccc(CN2CCN(c3ncnc4c3[nH]c3ccccc34)CC2)cc1,-4.0%
Nc1nc(-c2ccc(Br)cc2)cc(C(F)(F)F)n1,-3.1%
O=C1NN(c2ccccc2)C(=O)/C1=C/c1ccccc1OCc1ccccc1F,6.8%
COc1ccc(CN(Cc2ccccn2)C(=O)CN2C(=O)C(C)Oc3ccccc32)cc1 (stereo not drawn),-3.2%
COc1ccc(S(=O)(=O)N2CCCCCC2)cc1N(C)S(=O)(=O)c1ccc(Cl)cc1,-0.1%
Cc1ccc2occ(/C=C/C(=O)O)c(=O)c2c1,-13.3%
O=C(CSCc1cccc(CSCC(=O)Nc2ccc3ccccc3c2)n1)Nc1ccc2ccccc2c1,-16.8%
Cc1ncoc1C(=O)NCc1ccccc1Cl,0.9%
Cc1ccc(SCC(=O)N2c3ccccc3Sc3ccccc32)cc1,6.1%
CN(C)S(=O)(=O)c1cccc(-c2nnc(-c3ccccc3)o2)c1,-5.7%
COC(=O)[C@H](CCSC)NC(=O)N1CCN(c2cccc(C(F)(F)F)c2)CC1,-3.0%
O=c1[nH]c2c(cc1CNCCN1CCOCC1)c(-c1cccc(F)c1)nn2-c1ccccc1,0.8%
COc1cccc(-c2noc(Cn3nc(C)c([N+](=O)[O-])c3C)n2)c1,-3.5%
COC(=O)c1ccc(/C=N\N2CCN(Cc3ccc(C)cc3)CC2)cc1,-10.7%
CCOC(=O)c1c(NC(=O)Cn2nnc3ccccc32)sc2c1CCC(C)C2 (stereo not drawn),-4.4%
COc1ccc(N(C(=O)CNC(=O)c2ccco2)C(C(=O)NC2CCCCC2)c2ccco2)cc1 (stereo not drawn),3.1%
Cn1c(C(C#N)C(=O)Cc2cccc3ccccc23)nc2ccccc21 (stereo not drawn),-4.0%
COC(=O)CN1C(=O)/C(=C\c2ccco2)SC1=S,12.7%
O=C(CCCN1C(=O)c2ccccc2C1=O)Nc1cccnc1,3.7%
O=C(COC(=O)c1cnccn1)c1ccc2c(c1)CCCC2,3.0%
Cc1oc(-c2ccccc2)cc1C(=O)Nc1cccc2ccccc12,10.2%

# Quoted at random: 4 records from the list
SMILES,EphA4 KYL inhibition
c1ccc(CN2CCN(c3ncnc4c3[nH]c3ccccc34)CC2)cc1,-4.0%
O=C(NC1CC2CCCC(C1)N2Cc1cccs1)N1CCOCC1 (stereo not drawn),-9.0%
Cc1ccc(C(=O)OCC(=O)NCc2ccc3c(c2)OCO3)s1,5.4%
Cc1oc(-c2ccccc2)cc1C(=O)Nc1cccc2ccccc12,10.2%

# Returning to the listing, starting 6 compounds before the break.
SMILES,EphA4 KYL inhibition
COc1ccc(N(C(=O)CNC(=O)c2ccco2)C(C(=O)NC2CCCCC2)c2ccco2)cc1 (stereo not drawn),3.1%
Cn1c(C(C#N)C(=O)Cc2cccc3ccccc23)nc2ccccc21 (stereo not drawn),-4.0%
COC(=O)CN1C(=O)/C(=C\c2ccco2)SC1=S,12.7%
O=C(CCCN1C(=O)c2ccccc2C1=O)Nc1cccnc1,3.7%
O=C(COC(=O)c1cnccn1)c1ccc2c(c1)CCCC2,3.0%
Cc1oc(-c2ccccc2)cc1C(=O)Nc1cccc2ccccc12,10.2%
CC1CCN(Cc2c(O)ccc3ccccc23)CC1,0.3%
O=C1CCc2cc(S(=O)(=O)N3CCC(C(=O)NCc4ccccc4Cl)CC3)ccc2N1,-17.0%
CCc1ccc(S(=O)(=O)NCc2csc(-c3ccccc3)n2)s1,-11.0%
O=C(Cc1ccc(-n2cccc2)cc1)NCc1cccs1,-0.1%
O=C(COC(=O)CCS(=O)(=O)c1ccc(Cl)cc1)NC1CCCCC1,-2.4%
C#CCn1c(S(=O)(=O)Cc2ccc(C)cc2)nc(-c2ccccc2)c1-c1ccccc1,-4.0%
COc1ccc(OC)c(NC(=O)CN(c2ccc(C(C)C)cc2)S(=O)(=O)c2c(C)noc2C)c1,3.4%
CCCCNCC(=O)Nc1ccc(NC(=O)CNCCCC)cc1,-13.1%
Cc1ccc(S(=O)(=O)C(CCC(=O)c2ccc(Cl)cc2)C(N)=O)cc1 (stereo not drawn),-7.2%
COC(=O)c1cn(-c2ccccc2)nc1-c1ccncc1,-2.3%
COc1ccc2c(c1)C(=O)CC(c1ccccc1F)O2 (stereo not drawn),-0.1%
O=C(/C=C/c1ccccc1F)c1c(-c2ccccc2)c2cc(Br)ccc2[nH]c1=O,-11.6%
COc1ccc(-c2noc(C)c2-c2ccc3ccccc3n2)c(O)c1,-11.6%
O=C(C1CCCCN1S(=O)(=O)c1ccccc1)N1CCCCC1 (stereo not drawn),5.9%
Fc1cccc(CN2CCN3CCCC3C2C2CCCCC2)c1 (stereo not drawn),-4.2%
CCCNC(=O)c1cnc(Sc2ncc(C(F)(F)F)cc2Cl)n1C,-1.3%
CCc1cc2cc3c(cc2nc1SCC(=O)N1CCN(C(=O)c2ccco2)CC1)OCO3,-6.0%
COC(=O)C(Cc1ccccc1)NC(=O)CCN1C(=O)c2cccc3cccc(c23)C1=O (stereo not drawn),4.2%
Cc1n[nH]c(C)c1Sc1ccccc1N=Cc1cc(Cl)cc([N+](=O)[O-])c1O,4.1%
COc1ccc(-c2nc(SCC(=O)NCc3ccco3)c(-c3ccccc3)[nH]2)cc1OC,1.2%
O=c1[nH]nc(Cc2ccccn2)c2ccccc12,-3.2%
CCn1c2ccccc2c2cc(NC(=O)CSc3nnc(-c4ccc(OC)cc4)n3N)ccc21,0.4%
Cc1cccc(-n2c(CNC(=O)COc3ccccc3)nnc2SCC(=O)Nc2nccs2)c1,-1.5%
CCC1(C)CC(C(CC(=O)O)c2ccc(C)cc2)CCO1 (stereo not drawn),-10.5%
CC[n+]1c(/C=C2\C=C(C)CC(C)(C)C2)sc2ccccc21,-4.1%

# (cont.)
SMILES,EphA4 KYL inhibition
COC(=O)c1c(NC(=O)CC2Nc3ccccc3NC2=O)sc(C)c1C (stereo not drawn),8.9%
Cc1nc2nc(-c3ccc(Cl)cc3)[nH]n2c(=O)c1C,-2.5%
O=C1NCCN/C1=C\C(=O)c1ccccc1,-3.6%
O=S(=O)(NC1CC1)c1ccc(S(=O)(=O)N2CCN3CCCC3C2)cc1 (stereo not drawn),-5.5%
COc1ccc(C(=O)Nc2cc3c(cc2OC)CCCC3)cc1Br,-18.3%
Nc1sc2c(c1C(=O)Nc1ccc(Br)cc1)CCCC2,3.9%
N#CCSc1nnc(Cc2cccs2)n1C1CCCCC1,-14.6%
CCc1ccccc1NC(=O)/C=C/c1ccccc1,-1.7%
COc1ccccc1N1CCN(C(=O)c2ccc(NC(C)=O)cc2)CC1,4.1%
CCCCN1CN=C(Nc2nc3ccccc3o2)NC1,-10.4%
CCC(=O)NC(NC(=O)CC)C(Cl)Cl,-14.3%
CCNc1nc(C)c2cc(Br)c(=O)n(CC)c2n1,2.8%
O=c1c2ccccc2nnn1CSc1nnnn1-c1ccccc1,-16.0%
CSc1nc(NCC(C)C)c2c3c(sc2n1)CN(C)CC3,-13.2%
CC(=NCc1ccccc1)C1=C(O)COC1=O,-7.1%
O=C(N/N=C/c1ccccn1)c1ccc(Br)o1,-6.1%
CCCc1nc2ccc(NC(=O)c3ccco3)cc2c(=O)n1Cc1ccc(Cl)cc1,-6.4%
O=C1NC(c2ccccc2)=C(c2nc3ccccc3s2)C(c2ccc(F)cc2)N1 (stereo not drawn),-3.4%
CSc1nc(Oc2ccc(F)cc2)c2ccccc2n1,-4.6%
Cc1cc(=O)n2nc(N3CCCC(C(=O)NC(C)c4ccccc4)C3)sc2n1 (stereo not drawn),-2.7%
O=C(CSc1nc2ccccc2[nH]1)OCc1ccccc1,-16.0%
CCCCC(C(=O)O)C(C)CC(=O)Nc1ccn(-c2ccccc2)n1 (stereo not drawn),-12.4%
COc1cccc(C2C(C(=O)OC(C)C)=C(C)Nc3ncnn32)c1 (stereo not drawn),0.7%
CCCc1cc(C(=O)N/N=C/c2ccc(CC)s2)c2ccccc2n1,-3.3%
CCN(CC)S(=O)(=O)c1ccc(NC(=O)Cn2c(=O)oc3ccccc32)cc1,5.3%

# Further compounds:
SMILES,EphA4 KYL inhibition
C=CCOc1ccc2c(c1)c(S(=O)(=O)c1ccc(C)cc1)cn2COC,10.9%
CN1CCc2ccccc2C1C1CCNCC1 (stereo not drawn),-12.8%
O=C1CC(N2CCOCC2)C(=O)N1c1cccc(Cl)c1 (stereo not drawn),-4.7%
Cc1cc2c(cc1C)CSC(c1ccc(O)cc1)SC2,9.5%
Cn1c(=O)c2c(nc(CN3CCCCC3)n2CCc2ccccc2)n(C)c1=O,-12.4%
CCOc1ccc(C2C(C(=O)O)c3ccccc3C(=O)N2CCN2CCOCC2)cc1 (stereo not drawn),-3.6%

# Another view of some results above:
EphA4 KYL inhibition | molecule
-12.4% | Cn1c(=O)c2c(nc(CN3CCCCC3)n2CCc2ccccc2)n(C)c1=O
-3.6% | CCOc1ccc(C2C(C(=O)O)c3ccccc3C(=O)N2CCN2CCOCC2)cc1 (stereo not drawn)
